Source: PubChem BioAssay
Ecoli WT expand – blocks growth of wild type E. coli BW25113; actives 0.15% (n = 98,000); AID 710; growth inhibition, % at 100 µM; OD600 absorbance;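 active = growth inhibition above about 50% at one test dose, limit read from the data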;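 note: growth measured after 20 h incubation at 37 °C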
PTK2B oligo ant – blocks oligomerization of human Pyk2 in cells; AID 1347419; Q293 cells, Pyk2 FERM NanoBiT luminescence; stronger effect = lower value; Q14289; z-score (the deposit names both 25 µM and 10 µM); actives 0.83% (n = 99,000);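 active = Z-score of -3 or lower, scaled per plate to the spread of control and sample wells; inactive = z-score above -3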;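 note: negative z-score means lost luminescence so less FERM oligomerization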
CYP2C9 activ – increases human cytochrome P450 2C9 activity. actives 1.4% (n = 96,000). recombinant CYP2C9, luciferin-H conversion, luminescence; stronger effect = higher value; factor 1 = untreated enzyme, 0 = blocked. AID 1024. activation factor at 5 µM. P11712;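 active = activation factor of 2 or more for CYP2C9 at a 5 µM dose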;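 note: 0 = sulfaphenazole-blocked wells and 1 = vehicle-only wells; values of inactives mirror those of a sister screen read the other way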
Target sequence (P11712 whole entry, looked up): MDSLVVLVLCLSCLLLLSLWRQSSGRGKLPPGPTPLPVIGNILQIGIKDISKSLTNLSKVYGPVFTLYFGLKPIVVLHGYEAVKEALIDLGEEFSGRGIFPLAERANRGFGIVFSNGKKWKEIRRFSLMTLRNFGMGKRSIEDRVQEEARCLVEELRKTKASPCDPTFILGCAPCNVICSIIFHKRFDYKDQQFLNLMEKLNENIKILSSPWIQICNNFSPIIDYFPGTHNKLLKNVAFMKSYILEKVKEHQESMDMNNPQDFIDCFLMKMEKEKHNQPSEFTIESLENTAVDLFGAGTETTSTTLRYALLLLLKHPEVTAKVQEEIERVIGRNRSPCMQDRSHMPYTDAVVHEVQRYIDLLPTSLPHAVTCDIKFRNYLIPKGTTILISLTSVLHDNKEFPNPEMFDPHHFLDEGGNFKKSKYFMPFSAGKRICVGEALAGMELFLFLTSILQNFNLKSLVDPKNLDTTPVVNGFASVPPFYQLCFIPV
CYP2C9 inh – blocks human cytochrome P450 2C9 | AID 777 | inhibition, % at 5 µM | actives 20% (n = 96,000) | CYP2C9 Supersomes, luciferin-H conversion, luminescence;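 active = blocking of liver enzyme CYP2C9 beyond about 50% at 5 µM, limit read from the data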; note: values of inactives mirror those of a sister screen read the other way
PTPN22 inh 2 – blocks human PTPN22 phosphatase activity. Q9Y2R2. recombinant LYP catalytic domain, DiFMUP fluorescence. inhibition, % at 2 µM. actives 0.21% (n = 96,000);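 active = inhibition at 2 µM at or above a set limit, the screen mean plus 3 SD, cut at about 24% in these data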;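 note: 0% = DMSO with enzyme and 100% = enzyme fully blocked by orthovanadate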
LYP act – activators of human LYP (PTPN22) phosphatase; activation, % at 2 µM; actives 0.11% (n = 96,000); recombinant LYP, DiFMUP fluorescence; 0 = plate median, 100 = signal doubled; Q9Y2R2;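 active = activation at 2 µM above a set limit, the mean plus 5 SD, cut at about 37% in these data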
PostGolgi yeast – growth inhibition of a yeast mutant, post-Golgi transport screen; post-Golgi transport phenotypic cell assay; inhibition, % at 10 µM; actives 0.9% (n = 98,000);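 note: yeast cells grown in 1536-well plates; yeast grown about 18 h at 30C before absorbance read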
PostGolgi ctrl – yeast control strain growth, post-Golgi counter-screen; efflux-deficient yeast background strain, growth absorbance A615, 16 h; inhibition, % at 10 µM; actives 5% (n = 98,000)
hDAT+cocaine – changed human dopamine transporter uptake under cocaine IC80; Q01959; LLC-PK1 hDAT cells, [14C]-dopamine uptake with cocaine IC80; actives deviate in either direction; B-score at 10 µM; actives 1.3% (n = 110,000); AID 449768;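 active = Z score or B-score, a plate-position-corrected score, falls beyond the plate's 99.7% confidence bounds, in either direction; inactive = both scores lie inside the 99.7% bounds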;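 note: scored against the spread of the other compound wells on the same plate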
Target sequence (Q01959 whole entry, looked up): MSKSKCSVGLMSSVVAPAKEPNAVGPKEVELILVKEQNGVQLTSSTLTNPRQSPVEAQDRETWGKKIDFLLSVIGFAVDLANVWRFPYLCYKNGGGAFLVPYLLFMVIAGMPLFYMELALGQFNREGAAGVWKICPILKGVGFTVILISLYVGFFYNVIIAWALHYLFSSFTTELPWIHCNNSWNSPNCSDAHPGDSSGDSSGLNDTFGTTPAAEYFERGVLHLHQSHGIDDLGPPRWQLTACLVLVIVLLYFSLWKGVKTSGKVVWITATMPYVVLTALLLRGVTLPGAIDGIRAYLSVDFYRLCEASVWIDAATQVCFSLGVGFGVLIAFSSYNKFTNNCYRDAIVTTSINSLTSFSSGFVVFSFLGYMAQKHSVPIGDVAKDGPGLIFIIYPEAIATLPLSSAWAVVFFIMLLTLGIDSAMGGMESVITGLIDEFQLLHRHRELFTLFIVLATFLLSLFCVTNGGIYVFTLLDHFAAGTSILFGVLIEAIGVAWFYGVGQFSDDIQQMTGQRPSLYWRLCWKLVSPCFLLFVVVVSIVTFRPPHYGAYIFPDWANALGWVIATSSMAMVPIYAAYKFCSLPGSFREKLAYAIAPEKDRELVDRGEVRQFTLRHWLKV
An asterisk follows results filed as active; · = no result given. Cut-off read from the data, not from the text of the source, unless noted: active = inhibition above about 30%; inactive = the rest.

Order of results – Ecoli WT expand, PTK2B oligo ant, CYP2C9 activ, CYP2C9 inh, PTPN22 inh 2, LYP act, PostGolgi yeast, PostGolgi ctrl, hDAT+cocaine
O=C(NCCc1ccccc1)C(c1ccncc1)N(C(=O)c1csnn1)C1CC1 (centres undefined)
  ·, 0.49, ·, ·, 3, -2, ·, ·, -0.93
Cn1c(CN2CCC(C(N)=O)CC2)c(C#N)c2ccccc21
  ·, 0.34, ·, ·, 4, -7, ·, ·, -0.72
O=C(Nc1ccc(-n2nncc2-c2ccco2)cc1)c1cc2ccccc2oc1=O
  -4, -0.04, 0.4, 63*, 13, -14, 12, 6, -1.6
O=C(NCc1ccccc1)c1ccc(-c2ccc(F)cc2)o1
  3, -0.3, 0.4, 56*, -2, 1, 0, 31*, 0.81
CCC(=O)Oc1ccc(C/C(=N\O)c2ccc(O)cc2O)o1
  15, -2.8, 0, 96*, 12, -15, -4, -5, 0.36
CC(=O)C1=C(O)C(=O)N(c2ccc(Br)cn2)C1c1ccccc1F (centres undefined)
  0, -0.39, 0.9, 11, 3, -3, 3, 19, -0.071
CCSc1ccccc1C(=O)NCc1ccco1
  4, 2.2, 1.1, -11, -9, 11, 5, 2, 0.37
CCOC(=O)c1c(C)[nH]c(C)c1C(=O)COC(=O)CNC(=O)c1ccc(OCC)cc1
  -7, -0.24, 0.7, 26, -5, 9, 21, -2, -0.18
Cc1occc1C(=O)Nc1cccc(/C=C/C(=O)O)c1
  ·, -0.31, ·, ·, -8, 5, ·, ·, 0.29
CN(CC(=O)Nn1cnnc1)S(=O)(=O)c1ccc(Br)cc1
  -4, 0.45, 0.7, 35, 17, -14, -1, 20, -0.96

(list continues)
Order of results – Ecoli WT expand, PTK2B oligo ant, CYP2C9 activ, CYP2C9 inh, PTPN22 inh 2, LYP act, PostGolgi yeast, PostGolgi ctrl, hDAT+cocaine
CCOc1ccc(-c2nc(C#N)c(NCC(C)C)o2)cc1
  -10, -0.88, 0.9, 9, -5, 4, 1, 7, 0.6
COC(=O)c1cc2sc(Cl)cc2n1Cc1nc(-c2cccc(C)c2)oc1C
  -13, ·, 0.9, 12, -9, 6, -6, 13, -0.54
CCCSCCCNC(=O)Cn1cc2c(n1)CCCCC2
  -2, ·, 0.8, 18, ·, ·, -1, 11, -0.009
CC(C(=O)O)N1C(=O)c2ccccc2C1=O (centres undefined)
  -2, 1.3, 1, 0, 5, -8, -4, 0, -0.3
N#Cc1c(-c2ccccc2)nc(-c2ccccc2)nc1N1CCOCC1
  -5, -0.6, 1.1, -10, -3, 0, -3, 20, 0.35
O=C(NCCC1=CCCCC1)C1CCN(Cc2cnn(-c3ccccc3)c2-n2cccc2)CC1
  -2, 1.5, 0.5, 48, -2, 0, -6, 18, 3.8*
COc1ccc2c(c1)c(=O)oc1cc(OCC(=O)NC3CCCCC3)ccc12
  0, 1.1, 0.7, 32, -10, 13, 81*, 93*, -0.1
O=C(NCc1cccnc1)Nc1ccc(F)cc1F
  7, 0.58, 1.3, -25, -2, 2, -13, 10, -1
COc1cccc(C(=O)O/N=C(\N)c2ccncc2)c1
  4, 1.9, 0.3, 70*, 6, -8, 16, 1, 0.6
COc1cc(-c2nnc(SCc3c(F)cccc3Cl)o2)cc(OC)c1OC
  -13, -2.1, 0.4, 58*, 3, -5, 1, 20, 1.4

(cont.)
Order of results – Ecoli WT expand, PTK2B oligo ant, CYP2C9 activ, CYP2C9 inh, PTPN22 inh 2, LYP act, PostGolgi yeast, PostGolgi ctrl, hDAT+cocaine
COC(=O)/C=C1/SC(=Nc2ccc(C)cc2C)NC1=O
  -4, -1.5, 0.6, 42, -3, 6, -3, 19, ·
CC(C)(C)n1nc2c(c1NC(=O)c1cccc(C(F)(F)F)c1)CS(=O)C2 (centres undefined)
  -3, 0.19, 0.9, 11, -11, 11, 5, 10, -0.75
CC(C)OC(=O)C1C2C=CC3(CN(C(C)c4ccc(Br)cc4)C(=O)C13)O2 (centres undefined)
  9, ·, 0.7, 30, ·, ·, -2, -4, -0.46
CN1CCN(C(=O)c2ccc(N(Cc3ccccc3Cl)S(C)(=O)=O)cc2)CC1
  -6, 1.3, 0.8, 22, 0, -1, -2, 17, 0.22
O=C(NCc1ccc(F)cc1)c1ccc(CS(=O)(=O)Cc2ccc(F)cc2)o1
  1, 2.9, 0.7, 27, -5, 2, -5, -4, -0.6
Cc1cc(-c2ccccc2)nc(SCC(=O)c2cccc([N+](=O)[O-])c2)n1
  -4, -2.2, 0.3, 68*, 8, -6, 0, 20, -0.3
O=C(NNS(=O)(=O)c1ccccc1)c1sccc1-n1cccc1
  3, 0.21, 0.7, 34, 8, -7, -4, 6, 0.22
CC(=O)C1=NN(c2ccccc2)C2(S1)S/C(=C\c1ccccc1)C(=O)N2c1ccccc1 (centres undefined)
  -17, -1.4, 0.4, 58*, 7, -4, -7, 0, 0.76
O=c1[nH]c2cc3c(cc2cc1CN(CCc1ccccc1)Cc1nnnn1C1CCCC1)OCCO3
  2, ·, 0.6, 39, 14, -14, -9, -1, 0.94
CCOc1ccc(/C=C\C(C)=N\O)cc1
  15, -0.76, 1, 2, -11, 8, 14, -6, 1.2

Following part:
Order of results – Ecoli WT expand, PTK2B oligo ant, CYP2C9 activ, CYP2C9 inh, PTPN22 inh 2, LYP act, PostGolgi yeast, PostGolgi ctrl, hDAT+cocaine
CCCC(C(=O)n1nc(C)cc1C)C(NS(=O)(=O)c1ccc(C)cc1)c1ccccc1 (centres undefined)
  -2, -1.7, 1, -2, 2, -6, 2, 17, 0.43
COc1ccc(C(OC(=O)c2ccco2)C(=O)NC2CCCCC2)cc1OC (centres undefined)
  -1, -0.3, 1.1, -14, 4, -4, -4, -10, -0.33
COc1ccc2c(c1)CCc1c(C(=O)NCc3ccc(Cl)cc3)noc1-2
  -13, 1.4, 1.4, -44, -4, 6, -9, 2, -1.1
O=C(COc1ccccc1N1C(=O)c2ccccc2C1=O)c1ccc(Cl)cc1
  -2, -0.34, 1, 2, 7, -3, -8, 29, 0.65
Cc1ccc(C)c(N2CCN(S(=O)(=O)c3ccc4[nH]c(=O)c(=O)[nH]c4c3)CC2)c1
  -17, 0.24, 0.3, 66*, -1, 1, 6, -2, -0.91
COc1ccc(NC(=S)NC(NC(=O)c2cccc(C)c2)C(Cl)(Cl)Cl)c([N+](=O)[O-])c1 (centres undefined)
  ·, -0.44, ·, ·, -2, 2, ·, ·, -1.1
COc1cccc(C(=O)N2CCN(CCCc3ccccc3)CC2)c1OC
  9, 0.92, 0.9, 10, -5, 4, -7, 4, 0.56
COC(=O)c1ccc(CSc2n[nH]c(=S)s2)o1
  1, 1.8, 0.4, 58*, -7, 4, -1, 22, -0.55
CC(NC(=O)Cn1ccsc1=N)C12CC3CC(CC(C3)C1)C2 (centres undefined)
  7, 0.1, 1.1, -6, -4, 3, -6, 15, -6.3*
O=C(N/N=C/c1cccs1)c1cc(-c2ccc3ccccc3c2)n[nH]1
  -21, -0.72, 0.7, 30, 13, -8, -3, 59*, 0.56

The list goes on:
Order of results – Ecoli WT expand, PTK2B oligo ant, CYP2C9 activ, CYP2C9 inh, PTPN22 inh 2, LYP act, PostGolgi yeast, PostGolgi ctrl, hDAT+cocaine
COc1ccc(N=CC2=C(O)CCCC2=O)cc1
  -12, 0.98, 1.2, -22, 8, -8, -5, 25, 1.3
CCC1CCc2c(sc(NC(=O)c3ccoc3C)c2C(N)=O)C1 (centres undefined)
  -3, 0.58, 0.6, 42, 2, -1, -1, 30*, 0.63
CCC(=O)c1ccc(OCC(O)CN2CCN(c3cccc(C(F)(F)F)c3)CC2)cc1 (centres undefined)
  11, 0.63, 0.8, 22, -2, 2, 6, 39*, 0.37
Cn1c(OCc2cccnc2)nc2c1c(=O)n(Cc1ccc(Cl)cc1)c(=O)n2C
  ·, -2.7, ·, ·, 10, -11, ·, ·, 0.5
CC1=C(C(=O)Nc2ccccc2C)C(c2cccnc2)n2nc(CCCO)nc2N1 (centres undefined)
  6, -0.37, 0.5, 53*, -8, 6, -2, 1, -0.54
CCCCOc1ccc(C2C(=O)N(C3CCCCC3)CC(=O)N2CC2CCCO2)cc1 (centres undefined)
  3, -0.23, 0.7, 28, -5, 8, 1, 15, 0.011
COc1ccc2oc(C(=O)c3ccccc3)c(N)c2c1
  -5, ·, 0.7, 34, 4, -2, 2, 9, -1.1
CCc1c(C)nc2cc(C)[nH]n2c1=O
  -8, -0.38, 0.8, 16, 3, -6, 2, 4, -0.55
CN(C)C=Nc1ncc2c([nH]c3ccccc32)c1C#N
  5, -1.5, 0.5, 50, -1, -1, -2, 4, 0.89
CC(=O)NCC(=O)OCC(=O)c1ccc(C)c(C)c1
  2, 1.1, 1.1, -13, -9, 7, -9, 2, -1.3

The list continues.
Order of results – Ecoli WT expand, PTK2B oligo ant, CYP2C9 activ, CYP2C9 inh, PTPN22 inh 2, LYP act, PostGolgi yeast, PostGolgi ctrl, hDAT+cocaine
CC(C)C(OC(=O)CN1C(=O)COc2ccccc21)C(=O)NC1CCCC1 (centres undefined)
  2, 0.07, 0.8, 24, 1, -2, -1, 4, -1.2
COC(=O)CNC(=O)c1cccc(F)c1
  5, 0.94, 1, 4, 1, 1, -1, 5, 0.083
CC1CC2(CCCCC2)Nc2ccc3ccccc3c21 (centres undefined)
  ·, -0.87, ·, ·, 1, -1, ·, ·, -0.39
COc1ccccc1NC(=O)c1ccc(-c2ccc(Br)cc2)o1
  -10, -1.2, 1.8, -78, -4, 5, -9, -8, -0.78
NC(=O)CSc1nnc(-c2ccoc2)o1
  -1, -1.1, 1.2, -22, -6, 4, 6, 4, -0.62
CC(=O)NC(Cc1ccc(C(C)C)cc1)C(=O)NC1CCN(c2nc(C)cc(C)n2)CC1 (centres undefined)
  -8, -0.18, 1.4, -35, -4, 2, -3, 21, -0.015

Gathered by group: the entries above containing fluorine.
Order of results – Ecoli WT expand, PTK2B oligo ant, CYP2C9 activ, CYP2C9 inh, PTPN22 inh 2, LYP act, PostGolgi yeast, PostGolgi ctrl, hDAT+cocaine
O=C(NCc1ccccc1)c1ccc(-c2ccc(F)cc2)o1
  3, -0.3, 0.4, 56*, -2, 1, 0, 31*, 0.81
CC(=O)C1=C(O)C(=O)N(c2ccc(Br)cn2)C1c1ccccc1F (centres undefined)
  0, -0.39, 0.9, 11, 3, -3, 3, 19, -0.071
O=C(NCc1cccnc1)Nc1ccc(F)cc1F
  7, 0.58, 1.3, -25, -2, 2, -13, 10, -1
COc1cc(-c2nnc(SCc3c(F)cccc3Cl)o2)cc(OC)c1OC
  -13, -2.1, 0.4, 58*, 3, -5, 1, 20, 1.4
CC(C)(C)n1nc2c(c1NC(=O)c1cccc(C(F)(F)F)c1)CS(=O)C2 (centres undefined)
  -3, 0.19, 0.9, 11, -11, 11, 5, 10, -0.75
O=C(NCc1ccc(F)cc1)c1ccc(CS(=O)(=O)Cc2ccc(F)cc2)o1
  1, 2.9, 0.7, 27, -5, 2, -5, -4, -0.6
CCC(=O)c1ccc(OCC(O)CN2CCN(c3cccc(C(F)(F)F)c3)CC2)cc1 (centres undefined)
  11, 0.63, 0.8, 22, -2, 2, 6, 39*, 0.37
COC(=O)CNC(=O)c1cccc(F)c1
  5, 0.94, 1, 4, 1, 1, -1, 5, 0.083

Arranged by value in PTK2B oligo ant (rising): some entries from above.
Compound,PTK2B oligo ant,CYP2C9 activ,CYP2C9 inh,PTPN22 inh 2,LYP act,hDAT+cocaine
NC(=O)CSc1nnc(-c2ccoc2)o1,-1.1,1.2,-22,-6,4,-0.62
CC(=O)NC(Cc1ccc(C(C)C)cc1)C(=O)NC1CCN(c2nc(C)cc(C)n2)CC1 (centres undefined),-0.18,1.4,-35,-4,2,-0.015
CC(C)C(OC(=O)CN1C(=O)COc2ccccc21)C(=O)NC1CCCC1 (centres undefined),0.07,0.8,24,1,-2,-1.2
